Assay outcomes (PubChem BioAssay)
IkB sig inh: inhibitors of IkB signaling in ABC-DLBCL cells. ABC-DLBCL IkBa-CBG/CBR dual luciferase ratio, 4 h; response scale: scaled: untreated 0%, proteasome inhibitor 100%. Potency, µM (series often up to 57.1 µM), inactives show at the highest dose IkBa stabilization activation. 0.04% of 110,000 active; active = well fitted curve in the direction sought with a large enough effect in the signal ratio, not every such curve was filed as active; inconclusive = small, poorly fitted or top-dose-only effect, or a change in a side signal; the % refers to the signal ratio;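 note: the direction sought is a rising ratio; 0% = basal untreated cells and 100% = reference inhibitor full response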
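Luminescence ratio of IκBα-fused green versus native red beetle luciferase in OCI-Ly3 cells, 4 h post-doxycycline with compound; red signal alone, scaled from basal (0%) to zero light (-100%), flagged nonspecific or cytotoxic effects.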
p53ts 39C tox: cytotoxicity in p53ts cells at nonpermissive temperature | H1299-p53A138V viability at 39C, ATP luminescence, 24 h | Potency, µM (doses to about 46.1 µM), for inactives: top-dose activity change, negative = cell killing, hits mostly cytotoxic | 1.5% of 130,000 active | AID 902; active = well fitted cell-killing curve with a large enough effect; inconclusive = small, poorly fitted or top-dose-only effect; inactive = no such curve, though single readings can be large or run the other way; note: nearly all actives have a fitted effect of over 55% in size
* = called active by the depositor; ? = inconclusive; . = not tested or not shown; [ ] = another dose, or the depositor's remark. Unless noted, % is set by controls: 0 for no effect and ±100 for the full control effect; potency is the fitted concentration of half-maximal effect.

1: CC(C)C[C@@H](CC(=O)N[C@H](CC(=O)N[C@@H]1CCNC[C@H]1C(=O)N[C@H](CC(=O)N[C@@H](CCC(=O)O)CC(=O)O)Cc1c[nH]c2ccccc12)C(C)C)NC(=O)[C@@H]1CCCC[C@H]1N
2: COc1ccc(C(=O)[C@H]2[C@H]3[C@@H](C(=O)[C@@H]4OC[C@H]3O4)[C@H]3C=Cc4ccccc4N32)c(OC)c1
3: C[C@H](O)[C@H](O)[C@@H](O)c1cnc2nc(N)[nH]c(=O)c2n1
4: COc1cc(OC)cc([C@H](CNc2ncnc3c2ncn3[C@@H]2O[C@@H](CO)[C@H](O)[C@@H]2O)c2ccccc2C)c1
5: CC(C)C[C@@H](CC(=O)N[C@@H](CCCN)CC(=O)N[C@@H]1CCCC[C@H]1C(=O)N[C@H](CC(=O)N[C@@H](CCC(=O)O)CC(=O)O)CC(C)C)NC(=O)[C@@H]1CNCC[C@H]1N
6: CC(C)C[C@@H](CC(=O)N[C@@H](CCCN)CC(=O)N[C@@H]1CCNC[C@H]1C(=O)N[C@H](CC(=O)N[C@@H](CCC(=O)O)CC(=O)O)CC(C)C)NC(=O)[C@@H]1CNCC[C@H]1N
7: CC(C)C[C@@H](CC(=O)N[C@H](CC(=O)N[C@@H]1CCCC[C@H]1C(=O)N[C@H](CC(=O)N[C@@H](CCC(=O)O)CC(=O)O)Cc1ccccc1)C(C)C)NC(=O)[C@@H]1CCCC[C@H]1N
8: NCCC[C@@H](CC(=O)N[C@@H]1CCCC[C@H]1C(=O)N[C@H](CC(=O)N[C@@H](CCC(=O)O)CC(=O)O)Cc1ccccc1)NC(=O)C[C@H](Cc1ccccc1)NC(=O)[C@@H]1CNCC[C@H]1N

Screen / compound no. | 1 | 2 | 3 | 4 | 5 | 6 | 7 | 8
IkB sig inh | 3.4% | 0.6%[11.4 µM] | 0.6%[11.4 µM] | ? | 2.3% | 1.7% | -2.8% | -1.3%
p53ts 39C tox | . | . | . | . | . | . | . | .

Whole records, looked up by structure.
Shown for `CC(C)C[C@@H](CC(=O)N[C@@H](CCCN)CC(=O)N[C@@H]1CCCC[C@H]1C(=O)N[C@H](CC(=O)N[C@@H](CCC(=O)O)CC(=O)O)CC(C)C)NC(=O)[C@@H]1CNCC[C@H]1N` : IkB sig inh = 2.3%; p53ts 39C tox = .
Shown for `C[C@H](O)[C@H](O)[C@@H](O)c1cnc2nc(N)[nH]c(=O)c2n1` : IkB sig inh = 0.6%[11.4 µM]; p53ts 39C tox = .

Continuation:
9: CC(C)[C@@H](CC(=O)N[C@@H]1CCNC[C@H]1C(=O)N[C@H](CC(=O)N[C@@H](CCC(=O)O)CC(=O)O)Cc1c[nH]c2ccccc12)NC(=O)C[C@H](Cc1c[nH]c2ccccc12)NC(=O)[C@@H]1CCCC[C@H]1N
10: CC(C)C[C@@H](CC(=O)N[C@H](CC(=O)N[C@@H]1CCCC[C@H]1C(=O)N[C@H](CC(=O)N[C@@H](CCC(=O)O)CC(=O)O)CC(C)C)C(C)C)NC(=O)[C@@H]1CNCC[C@H]1N
11: COc1ccccc1C[C@@H](Cc1nc2ccccc2[nH]1)c1nc2ccccc2[nH]1
12: CC(C)[C@@H](CC(=O)N[C@@H]1CCCC[C@H]1C(=O)N[C@H](CC(=O)N[C@@H](CCC(=O)O)CC(=O)O)Cc1ccccc1)NC(=O)C[C@H](Cc1c[nH]c2ccccc12)NC(=O)[C@@H]1CCCC[C@H]1N
13: CC(C)[C@@H](CC(=O)N[C@@H]1CCNC[C@H]1C(=O)N[C@H](CC(=O)N[C@@H](CCC(=O)O)CC(=O)O)Cc1c[nH]c2ccccc12)NC(=O)C[C@H](CO)NC(=O)[C@@H]1CNCC[C@H]1N
14: CC(C)[C@@H](CC(=O)N[C@@H]1CCNC[C@H]1C(=O)N[C@H](CC(=O)N[C@@H](CCC(=O)O)CC(=O)O)Cc1ccccc1)NC(=O)C[C@H](Cc1ccccc1)NC(=O)[C@@H]1CNCC[C@H]1N
15: CC(C)C[C@@H](CC(=O)N[C@H](CC(=O)N[C@@H]1CCNC[C@H]1C(=O)N[C@H](CC(=O)N[C@@H](CCC(=O)O)CC(=O)O)Cc1ccccc1)C(C)C)NC(=O)[C@@H]1CCCC[C@H]1N
16: COc1ccc(-c2coc3cc(O[C@@H]4O[C@@H](CO)[C@@H](O)[C@@H](O)[C@H]4O)cc(O)c3c2=O)cc1

Screen / compound no. | 9 | 10 | 11 | 12 | 13 | 14 | 15 | 16
IkB sig inh | 2.1% | -0.5% | 1.3%[11.4 µM] | -1.6% | -0.2% | -2.1% | 5.4% | -0.2%[11.4 µM]
p53ts 39C tox | . | . | . | . | . | . | . | .

17: O[C@@H]1CC[C@H]2Cc3ccccc3N=C21
18: CC(C)C[C@@H](CC(=O)N[C@@H](CCC(=O)O)CC(=O)O)NC(=O)[C@@H]1CCCC[C@H]1NC(=O)C[C@@H](NC(=O)C[C@H](CO)NC(=O)[C@@H]1CNCC[C@H]1N)C(C)C
19: CC(C)C[C@@H](CC(=O)N[C@@H](CCCN)CC(=O)N[C@@H]1CCNC[C@H]1C(=O)N[C@H](CC(=O)N[C@@H](CCC(=O)O)CC(=O)O)Cc1ccccc1)NC(=O)[C@@H]1CNCC[C@H]1N
20: NCCC[C@@H](CC(=O)N[C@@H]1CCNC[C@H]1C(=O)N[C@H](CC(=O)N[C@@H](CCC(=O)O)CC(=O)O)Cc1c[nH]c2ccccc12)NC(=O)C[C@H](CO)NC(=O)[C@@H]1CNCC[C@H]1N
21: CC[C@H](C)C(=O)O[C@@H]1CCC=C2C=C[C@H](C)[C@@H](CC[C@H]3C[C@@H](O)CC(=O)O3)[C@H]21
22: CC(C)C[C@@H](CC(=O)N[C@H](CC(=O)N[C@@H]1CCCC[C@H]1C(=O)N[C@H](CC(=O)N[C@@H](CCC(=O)O)CC(=O)O)Cc1c[nH]c2ccccc12)C(C)C)NC(=O)[C@@H]1CCCC[C@H]1N
23: CCn1cc(C(=O)O)c(=O)c2ccc(Cc3ccccc3)nc21
24: CC(C)C[C@@H](CC(=O)N[C@@H](CCC(=O)O)CC(=O)O)NC(=O)[C@@H]1CNCC[C@H]1NC(=O)C[C@@H](NC(=O)C[C@H](CO)NC(=O)[C@@H]1CCCC[C@H]1N)C(C)C

Screen / compound no. | 17 | 18 | 19 | 20 | 21 | 22 | 23 | 24
IkB sig inh | -0.9%[11.4 µM] | -1.4% | 2.4% | -0.4% | 2.2% | 0.7% | -0.2% | -0.4%
p53ts 39C tox | . | . | . | . | . | . | . | .

25: CC(C)=CCC/C(C)=C/COc1c2ccoc2cc2oc(=O)ccc12
26: CC(C)[C@@H](CC(=O)N[C@@H]1CCNC[C@H]1C(=O)N[C@H](CC(=O)N[C@@H](CCC(=O)O)CC(=O)O)Cc1c[nH]c2ccccc12)NC(=O)C[C@H](CO)NC(=O)[C@@H]1CCCC[C@H]1N
27: CC(C)C[C@@H](CC(=O)N[C@@H](CCC(=O)O)CC(=O)O)NC(=O)[C@@H]1CCCC[C@H]1NC(=O)C[C@@H](NC(=O)C[C@H](CO)NC(=O)[C@@H]1CCCC[C@H]1N)C(C)C
28: O=c1cc(-c2ccccc2)oc2cc(O[C@H]3O[C@H](CO)[C@@H](O)[C@H](O)[C@@H]3O)c(O)c(O)c12
29: NCCC[C@@H](CC(=O)N[C@@H]1CCNC[C@H]1C(=O)N[C@H](CC(=O)N[C@@H](CCC(=O)O)CC(=O)O)Cc1ccccc1)NC(=O)C[C@H](Cc1c[nH]c2ccccc12)NC(=O)[C@@H]1CCCC[C@H]1N
30: CCOC(=O)CSCC(=O)N1N=C(c2cccs2)CC1c1ccc(F)cc1 (configuration not stated)
31: COc1cc(/C=N/Nc2nc3ccccc3[nH]2)ccc1O
32: O=C(COC(=O)C1CCC(=O)N1)Nc1ccc(Cl)cc1Cl (configuration not stated)

Screen / compound no. | 25 | 26 | 27 | 28 | 29 | 30 | 31 | 32
IkB sig inh | 0.7%[11.4 µM] | 3.3% | -3.0% | 0.5%[11.4 µM] | -0.7% | . | . | .
p53ts 39C tox | . | . | . | . | . | -13% | -16% | -1%

33: Cc1ccc(-c2cc(C(=O)N(C)Cc3cnn(C)c3C)c3cc(Br)ccc3n2)cc1
34: O=c1cc(-c2ccc3c(c2)OCCO3)oc2ccc(Cl)cc12
35: CC1Oc2ccccc2C=C1/C=N/NC(=O)c1ccccc1 (configuration not stated)
36: COc1ccc(-c2cn(-c3ccc(OC)cc3)c3[n+]2-c2ccccc2CC3)cc1
37: O=C(Nc1ccccc1)Nc1nc(-c2ccc(Cl)cc2)cs1
38: CCc1ccc(OCC(=O)NC(NC(=S)Nc2ccccc2C)C(Cl)(Cl)Cl)cc1 (configuration not stated)
39: Cc1c(C(=O)Nc2ccc(F)cc2)c2ccccn2c1CCc1ccncc1
40: O=C(NC(Cc1ccccc1)C(=O)O)/C(=C/c1ccccc1)NC(=O)c1ccccc1 (configuration not stated)

Screen / compound no. | 33 | 34 | 35 | 36 | 37 | 38 | 39 | 40
IkB sig inh | . | . | . | . | . | . | . | .
p53ts 39C tox | -21% | 15% | -18% | -9% | 18% | -11% | -15% | 2%

41: CCOC(=O)C(NC(=O)NCc1ccc(OC)cc1)(OCC)C(F)(F)F (configuration not stated)
42: Cc1ccc(C(=O)NCC(=O)Nc2ccccc2C(F)(F)F)cc1
43: COC(=O)c1ccc(NC(=S)N2CCC(C(N)=O)CC2)cc1
44: CC(C)CC(NC(=O)c1cccs1)c1nnc(SCc2ccc(Cl)c(Cl)c2)n1C (configuration not stated)
45: O=C(NCCc1ccccn1)c1cc(-c2ccc(Cl)c(Cl)c2Cl)nc2ccccc12
46: CCNc1ccc(C(=O)OCC(=O)NCc2ccc(C)cc2)cc1[N+](=O)[O-]
47: COC(=O)c1sccc1NC(=O)COc1ccc(Cl)cc1Cl
48: Cc1ccc(C)c(N2CCN(c3cnn(-c4nc5ccccc5s4)c(=O)c3Cl)CC2)c1

Screen / compound no. | 41 | 42 | 43 | 44 | 45 | 46 | 47 | 48
IkB sig inh | . | . | . | . | . | . | . | .
p53ts 39C tox | -10% | 1% | 7% | -16% | -5% | 1% | 0% | -13%

49: COc1ccccc1NC(=O)Nc1nnc(C(C)C)s1
50: COc1ccc2oc3cc(C)[n+]([O-])c(-c4ccc(Br)cc4)c3c2c1
51: CCOC(=O)CN1C(c2ccc(O)cc2)Nc2ccc(Br)cc2C1c1ccccc1 (configuration not stated)
52: Cc1ccc(C2CC(c3cccs3)=NN2C(=O)CSc2nc3ccccc3o2)cc1 (configuration not stated)
53: COc1cccc(C2=Nc3cccc4cccc(c34)N2)c1
54: COc1cc(/C=C(\C#N)c2nc(-c3cc4ccccc4oc3=O)cs2)ccc1O
55: Cc1ccc(S(=O)(=O)Nc2ccccc2C=Nc2cccc(C)c2C)cc1
56: O=C(/C=C/c1ccccc1)Nc1nnc(SCC(=O)c2ccc3ccccc3c2)s1

Screen / compound no. | 49 | 50 | 51 | 52 | 53 | 54 | 55 | 56
IkB sig inh | . | . | . | . | . | . | . | .
p53ts 39C tox | 4% | 15% | 3% | -25% | 20% | 19% | 12% | 6%

57: CC1(C)Cc2c(c(-c3ccco3)nc3sc4c(NCC5CCCO5)ncnc4c23)CO1 (configuration not stated)
58: O=C(CC(Nc1cccc(Cl)c1Cl)C(=O)OCC(=O)c1cccs1)c1ccccc1 (configuration not stated)
59: COc1ccc(CC(=O)N/N=C/c2cccn2-c2ccc([N+](=O)[O-])cc2)cc1OC
60: O=C(CN1CCN(c2ccccn2)CC1)N1CCc2ccccc21
61: C/C(=N\NC(=O)c1ccc(NS(=O)(=O)c2cccs2)cc1)c1ccc(C(C)(C)C)cc1
62: C=CCN1C(=O)/C(=C/c2cccs2)S/C1=N\S(=O)(=O)c1ccc(F)cc1
63: C/C(=N/NC(=O)c1ccc2nc[nH]c2c1)c1cccs1
64: Cn1c(SCC(=O)NNC(=O)Cc2ccccc2)nnc1-c1ccccc1

Screen / compound no. | 57 | 58 | 59 | 60 | 61 | 62 | 63 | 64
IkB sig inh | . | . | . | . | . | . | . | .
p53ts 39C tox | -9% | 8% | -2% | 20% | 9% | 0% | ? | 8%

65: COc1ccc2nc(SCc3ccccc3)nc(C)c2c1
66: COCCn1c(=NC(=O)c2ccco2)sc2cc(C(=O)OC)ccc21
67: CNC(=S)N/N=C(\C)c1ccc(C(C)(C)C)cc1
68: O=C(/C=C/c1ccco1)NC(=S)Nc1cc(-c2nc3ccccc3s2)ccc1Cl
69: COc1ccccc1NC(=O)CSCc1nc2ccccc2[nH]1
70: Cc1c(NC(=O)C(=O)/C=C(/O)c2ccccc2)c(=O)n(-c2ccccc2)n1C
71: O=C1CSC(=S)N1N=C1CCCCCC1
72: Cc1ccc(NC(=O)c2ccc(NCc3ccco3)c([N+](=O)[O-])c2)cc1Cl

Screen / compound no. | 65 | 66 | 67 | 68 | 69 | 70 | 71 | 72
IkB sig inh | . | . | . | . | . | . | . | .
p53ts 39C tox | 5% | 12% | -13% | -10% | -1% | 4% | 5% | 10%

This is a subset; the hit share may differ from the screen's.
